TDP2 inh = blocks human TDP2 phosphodiesterase activity. 370,000 compounds, 0.34% hits. recombinant TDP2, T5PNP hydrolysis, p-nitrophenol absorbance 415 nm. AID 720702. O95551. inhibition, % at 12.8 µM;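 active means inhibition above the mean of all tested compounds plus 3 SD, set per campaign, cut at about 25% in these data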;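 further: 0% = DMSO with enzyme and 100% = buffer with substrate but no TDP2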
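test system = human TDP2 enzyme | input = TDP2 enzyme at 120 nM final | medium = 50 mM Tris-HCl pH 7.5 with Mg2+, KCl, DTT, BSA | also added = T5PNP substrate, 5 mM | times = 2 h at 37 °C | technique = epi absorbance | benchmarks = high control without enzyme, low control DMSO plus TDP2 | replication = each compound tested once, singlicate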
SIAE inh = blocks human sialic acid acetylesterase | 370,000 compounds, 0.69% hits | SIAE FP-Rh probe binding, fluorescence polarization | inhibition, % at 9.66 µM | Q9HAT2;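 active means inhibition above a cutoff: mean of compounds within the control limits plus 3 SD of those, cut at about 17% in these data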;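 further: 0% = plate median of compound wells and 100% = probe without SIAE protein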
LEDGF integ inh = blocks HIV-1 LEDGF/p75-dependent DNA integration; TR-FRET IN-LEDGF/p75 DNA integration, Eu/Cy5; inhibition, % at 3.7 µM; 370,000 compounds, 0.64% hits; AID 743269;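 active means inhibition above the screen-wide mean plus 3 SD, cut at about 13% in these data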;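 further: signal is the Cy5 over europium emission ratio at 671 and 618 nm; 0% = plate median of compound wells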
TCR-CD3 inh = blocks the human TCR-CD3 interaction. AID 651800. TAMRA-labeled TCR probe fluorescence, biochemical. 360,000 compounds, 0.37% hits. inhibition, % at 9.4 µM; in the data active means inhibition above about 19%;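 further: recombinant mutant TCR 2C K166C tagged with TAMRA read by polarization; 0% = receptor in buffer alone and 100% = receptor with positive control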
Tn6 DDE FP = disrupts Tn6 cyclic peptide binding to fibrin D-Dimer-E complex; P02675; Fibrin DD(E) TRITC-Tn6 fluorescence polarization displacement; inhibition, % at 8.3 µM; 370,000 compounds, 0.21% hits; AID 720509;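 active means inhibition above a per-campaign cutoff: mean of compounds within control limits plus 3 SD, cut at about 15% in these data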;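 further: 0% = median of all compound wells on the plate and 100% = blocking peptide control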
MBD2 DNA inh = blocks human MBD2 binding to methylated DNA; TR-FRET, MBD2 binding to methylated oligonucleotide; inhibition, % at 4.4 µM; 370,000 compounds, 0.31% hits; AID 686964; in the data active means inhibition above about 13%
UHRF1 MBD2 ctr = UHRF1 methyl-DNA binding inhibition | Q96T88 | UHRF1 binding to methylated oligo, TR-FRET | inhibition, % at 4.4 µM | 370,000 compounds, 0.75% hits | AID 687016; in the data active means inhibition above about 21%;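 further: UHRF1 SRA domain binding a hemimethylated CpG hairpin DNA probe; 0% = median of test compound wells and 100% = reference inhibitor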
Target sequence (Q96T88 whole entry, looked up, the tested form may be a part): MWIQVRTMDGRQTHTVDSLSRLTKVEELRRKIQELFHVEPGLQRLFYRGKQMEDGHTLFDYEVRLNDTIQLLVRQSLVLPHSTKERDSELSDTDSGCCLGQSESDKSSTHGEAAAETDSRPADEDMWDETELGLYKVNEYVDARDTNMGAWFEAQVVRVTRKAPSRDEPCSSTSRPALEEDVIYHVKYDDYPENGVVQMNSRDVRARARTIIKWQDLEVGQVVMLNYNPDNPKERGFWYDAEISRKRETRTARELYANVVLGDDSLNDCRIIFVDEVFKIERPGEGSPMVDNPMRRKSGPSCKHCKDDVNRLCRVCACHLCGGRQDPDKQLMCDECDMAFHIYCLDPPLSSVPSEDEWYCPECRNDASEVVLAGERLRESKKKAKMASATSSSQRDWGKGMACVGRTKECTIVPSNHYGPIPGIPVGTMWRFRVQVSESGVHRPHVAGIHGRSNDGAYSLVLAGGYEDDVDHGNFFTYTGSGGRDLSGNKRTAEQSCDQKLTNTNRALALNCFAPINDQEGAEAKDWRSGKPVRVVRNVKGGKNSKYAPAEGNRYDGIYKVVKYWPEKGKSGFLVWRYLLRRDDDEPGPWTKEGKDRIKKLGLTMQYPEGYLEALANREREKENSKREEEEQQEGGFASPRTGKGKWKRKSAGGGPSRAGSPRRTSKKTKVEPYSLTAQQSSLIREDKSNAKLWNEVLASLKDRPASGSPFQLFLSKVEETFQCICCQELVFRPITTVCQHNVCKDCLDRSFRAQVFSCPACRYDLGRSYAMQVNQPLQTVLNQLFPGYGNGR
PRMT1 FP inh = blocks human protein arginine methyltransferase 1; Q99873; recombinant PRMT1, activity-based probe fluorescence polarization; inhibition, % at 2.79 µM; 370,000 compounds, 1.3% hits;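 active means inhibition above about 21% made by adding two undisclosed values, limit read from the data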
Tn7 DDE FP = inhibitors of Tn7 peptide binding to human fibrin DD(E); P02675; FP displacement of FITC-Tn7 peptide from fibrin DD(E); 0% = median of compound wells per plate; inhibition, % at 8.3 µM; 370,000 compounds, 0.13% hits; AID 720508;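 active means inhibition above the mean of compounds falling within the control limits plus 3 SD of them, cut at about 14% in these data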;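 further: 0% = plate median of compound wells and 100% = 10 µM Aha-Tn7 peptide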
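Measure: % inhibition scaled between sample-field median and high-control FP; Test system: human fibrin DD(E); Quantity: 2 µM final DD(E) protein; Doses: one dose, 8.3 µM nominal; Schedule: compound with protein 10 min, then 3 h after probe, room temperature; Detection: fluorescence polarization; Medium: Tris buffer with calcium and detergent, pH 7.8.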
proKLK7 act = activates the human kallikrein-7 zymogen. purified proKLK7, EDANS-DABCYL substrate fluorescence; 100% is mature enzyme control, 0% vehicle. activation, % at 7 µM. P49862. 370,000 compounds, 0.9% hits;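 active means activation above the mean of all tested compounds plus 3 SD, computed per campaign excluding outliers beyond control limits, cut at about 13% in these data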
* marks the source's active call; other numbers are inactive results; / = no result given.

Sample of the layout, two compounds:
UHRF1 MBD2 ctr,TDP2 inh,PRMT1 FP inh,Tn6 DDE FP,SIAE inh,Tn7 DDE FP,proKLK7 act,TCR-CD3 inh,MBD2 DNA inh,LEDGF integ inh,structure
1.0,4.3,3.3,-6.2,1.1,2.9,-0.2,3.1,1.5,-4.2,C[C@H](CO)N1C[C@H](C)[C@@H](CN(C)C(=O)CN2CCOCC2)Oc2cc(Br)ccc2S1(=O)=O
-1.2,0.2,-5.7,0.2,-1.1,5.4,-0.3,1.3,-2.0,7.6,CCOc1ccc(N(CC(=O)Nc2ccc3c(c2)OCCO3)S(=O)(=O)c2c(C)noc2C)cc1

Results, from the start:
UHRF1 MBD2 ctr,TDP2 inh,PRMT1 FP inh,Tn6 DDE FP,SIAE inh,Tn7 DDE FP,proKLK7 act,TCR-CD3 inh,MBD2 DNA inh,LEDGF integ inh,structure
1.0,4.3,3.3,-6.2,1.1,2.9,-0.2,3.1,1.5,-4.2,C[C@H](CO)N1C[C@H](C)[C@@H](CN(C)C(=O)CN2CCOCC2)Oc2cc(Br)ccc2S1(=O)=O
-1.2,0.2,-5.7,0.2,-1.1,5.4,-0.3,1.3,-2.0,7.6,CCOc1ccc(N(CC(=O)Nc2ccc3c(c2)OCCO3)S(=O)(=O)c2c(C)noc2C)cc1
7.0,4.7,0.6,-2.9,3.0,-3.5,0.6,/,1.9,-0.3,CN(CCOC(=O)CCCc1ccccc1)C1CN(Cc2cn(Cc3ccccc3F)nn2)S(=O)(=O)C1 (stereo not given)
-1.0,3.5,-2.9,9.9,1.0,5.7,0.5,-1.2,1.0,-1.9,O=S1(=O)CCN=C2SC3=C(CCCC3)N21
-2.2,6.9,-1.5,-2.4,-0.7,1.5,0.1,7.1,-5.8,3.3,O=S(=O)(Nc1cccc(Br)c1)c1cccc2nsnc12
4.1,18.7,1.9,2.0,1.6,5.9,0.0,6.0,-3.2,-1.1,Brc1cccc(OCCN2CCOCC2)c1
-2.4,-5.2,-2.0,6.7,3.2,0.3,0.7,9.8,0.2,0.2,O=C(CN(Cc1ccco1)C(=O)CNS(=O)(=O)c1ccc(Cl)cc1)NCc1ccc(F)cc1
-2.8,-0.3,4.9,-0.7,7.0,4.4,-0.2,-3.3,0.1,-0.4,O=C(Nc1cccs1)NC1CCCC1
-2.9,0.6,0.6,5.0,-6.6,-6.2,-0.1,-0.9,1.8,-2.1,CC1CC(C)CN(CCCNC(=O)c2ccc(CNS(=O)(=O)c3ccc(F)cc3)cc2)C1 (stereo not given)
-3.4,6.3,-2.0,-7.7,8.1,3.1,-0.1,0.7,-4.3,5.0,C[C@@H](NC(=O)[C@@H]1Cc2ccccc2CN1)C(=O)NCc1ccco1
2.4,-8.0,0.8,3.5,-0.4,2.5,-0.2,-0.7,2.8,2.9,Cc1ccc(-c2nc(NCc3ccco3)n(S(C)(=O)=O)n2)cc1
-2.7,3.1,0.5,-1.4,-1.5,2.7,-0.1,1.6,-6.0,1.8,CC1(C)CC(=O)C/C(=N\NC(=O)C2CC2c2ccccc2)C1 (stereo not given)
3.2,5.0,3.9,1.0,-11.4,3.1,0.5,-5.3,2.7,-2.0,Cc1ccc(Cn2nnc3c(=O)[nH]c(C4CCN(S(=O)(=O)Cc5ccccc5)CC4)nc32)cc1
1.8,-7.1,0.8,0.5,-0.5,-7.9,-0.1,-0.2,-3.8,2.0,CCOC(=O)/C=C/C(=O)OCC(=O)Nc1ccc(OC)c(Cl)c1
7.7,-6.8,6.8,-0.5,9.0,-5.6,11.6,-4.1,8.2,-3.0,CCN1CCN(c2cc(C)c3cc(NC(=S)N4CCC5(CC4)OCCO5)ccc3n2)CC1
-1.0,-5.1,5.8,-3.3,-16.3,-7.9,-0.1,0.8,3.3,-1.3,O=C(Cn1cnc2ccccc21)c1ccc(Br)cc1
-5.9,4.4,-2.3,1.2,-2.5,0.0,0.1,6.3,0.6,2.0,O=C(Oc1ccc(N2C(=O)CCC2=O)cc1)c1ccco1
-0.9,4.7,-0.3,-4.7,7.3,-3.6,0.1,1.9,-0.7,-3.3,Cn1nnnc1SCC(=O)NNC(=O)c1ccc(F)cc1
-0.7,-1.9,2.2,0.3,-2.7,1.1,0.1,-2.5,-4.5,-3.4,CCOC(=O)c1c(C)c(C(=O)NCc2cccs2)c(C)n1C
-1.4,5.4,2.2,-5.5,5.7,-3.3,0.6,1.1,-6.5,3.7,COc1ccccc1CNS(=O)(=O)CCNC1CCCCC1
-3.9,7.2,-4.1,-1.5,-0.7,7.7,0.1,-1.3,1.4,-0.2,O=S(=O)(c1ccc(S(=O)(=O)N2CCCN(Cc3ccccc3)C2)cc1)N1CCCCCC1
-1.8,4.1,0.0,5.7,-2.6,2.8,0.5,3.7,0.4,1.6,CS(=O)(=O)c1ccc(Cl)c(NC(=O)CSc2n[nH]c(-c3cccs3)n2)c1
8.5,-13.9,3.1,-16.9,-1.0,-4.0,-0.3,-2.0,4.3,-1.9,Cc1ccc(NC(=O)C2CCCO2)cc1[N+](=O)[O-] (stereo not given)
8.2,10.5,-1.3,-6.4,0.8,-4.1,0.4,-1.4,6.4,-3.0,COc1ccc(Nc2nc(N3CCCC3)nc3ccccc23)c(OC)c1
3.4,-12.8,0.3,-3.2,1.7,-2.1,0.0,3.4,1.6,3.0,Nc1nc(-c2ccc(Cl)cc2)c(S(=O)(=O)c2ccccc2)s1
2.5,8.0,-0.3,-10.1,-0.3,1.8,-0.4,-2.2,-5.3,2.6,CC1CCN(c2nc3ccc(C(=O)O)cc3s2)CC1
-0.4,1.5,-2.5,-0.4,9.1,0.2,0.1,0.1,1.7,-2.0,CC1(C(=O)NCc2cccs2)CCN1C(=O)Cc1cccc2ccccc12 (stereo not given)
5.3,-7.5,-1.3,-1.3,-5.6,-1.1,-0.5,-1.2,-2.5,2.3,CCNC(=O)C1(C)CCN1C(=O)CCc1cccc(Cl)c1 (stereo not given)
0.4,10.2,1.6,-1.0,-6.0,5.0,1.2,5.6,0.8,0.3,COc1ccc(NC(=O)C(C/C=C(/C)Cl)C(C)=O)cc1 (stereo not given)
-1.6,5.0,-0.7,-3.9,-1.1,5.2,-0.4,-3.7,0.2,-3.2,Cc1cccc(OCCn2nnc3ccccc32)c1C
-1.0,7.8,0.5,0.1,2.0,1.1,-0.5,-5.7,1.9,1.7,NC(=O)NC(=O)CSc1nnc(-c2ccc(Cl)cc2)n1CC1CCCO1 (stereo not given)
8.1,3.9,0.5,0.1,-0.1,0.9,0.2,4.3,0.3,1.8,COc1ccc(NC(=O)CSc2nncn2C)c([N+](=O)[O-])c1
2.5,-2.2,1.6,0.7,-2.9,10.0,35.9*,0.9,3.1,-3.7,CCn1ccnc1CN1CCCC(C(=O)c2ccc3cc(OC)ccc3c2)C1 (stereo not given)
1.3,-6.6,0.0,1.1,-0.2,6.0,0.2,-3.0,2.5,-2.7,Nc1nnc(CSCc2ccccc2)s1
-1.8,10.9,1.0,3.0,2.0,3.0,0.1,0.6,2.2,-2.0,O=C(NCCN1CCOCC1)c1cc(-c2ccco2)on1
-3.5,4.0,-1.1,4.3,9.8,-0.2,-0.8,7.0,-0.2,-5.4,O=C(NCCCNc1ccc([N+](=O)[O-])cc1)C(F)(F)F
-3.2,-1.9,-5.7,0.2,-1.1,0.8,0.4,7.2,-4.2,3.9,O=C(CNC(=O)c1ccncc1)Nc1ccc(F)c(F)c1
-0.4,3.2,1.3,9.6,-0.8,-0.4,-1.0,-2.3,5.9,-4.0,CCN(CC)CCCOc1ccc(C)cc1Br
-7.8,24.6*,6.0,6.0,9.3,-3.9,-0.6,9.2,-10.6,2.4,Cc1ccc(C(=O)N/C(=C\c2ccc(-c3ccccc3[N+](=O)[O-])o2)C(=O)NCCN(C)C)cc1
-2.3,-11.6,0.2,-2.0,-0.5,-2.5,-0.2,2.8,-1.6,-1.2,COC(=O)c1[nH]cnc1C(=O)c1ccccc1
60.1*,1.4,0.5,6.8,-0.9,6.3,0.3,-0.8,5.1,-4.5,CN(Cc1cccc(F)c1)C(=O)C1CC(=O)N(c2ccc3c(c2)OCCO3)C1 (stereo not given)
2.0,1.9,2.8,-5.3,5.3,5.0,0.2,-5.6,3.1,-1.4,CC(=O)N1CCN(c2ccc(NC(=O)c3cccc(Cl)c3Cl)cc2)CC1
1.3,5.0,0.0,-6.2,1.5,1.7,-0.4,0.0,1.8,0.5,CCc1noc(C)c1C(=O)N(Cc1ccccc1)c1c(N)n(CCOC)c(=O)[nH]c1=O
-0.2,4.9,2.1,4.1,2.4,-2.1,-1.7,9.0,-1.9,4.3,CCN(CC)S(=O)(=O)c1ccc2[nH]c(=O)cc(C(=O)N(C)C3CCS(=O)(=O)C3)c2c1 (stereo not given)
-0.1,-2.5,3.0,-4.2,-1.2,-2.7,-0.4,-0.1,1.3,2.7,CCOC(=O)N1CCN(C(=O)C[C@@H]2C[C@@]3(C(=O)OC)CC(C)(C)CC=C3N(Cc3ccco3)C2=O)CC1

Quoted at random: two entries already listed
UHRF1 MBD2 ctr,TDP2 inh,PRMT1 FP inh,Tn6 DDE FP,SIAE inh,Tn7 DDE FP,proKLK7 act,TCR-CD3 inh,MBD2 DNA inh,LEDGF integ inh,structure
1.3,5.0,0.0,-6.2,1.5,1.7,-0.4,0.0,1.8,0.5,CCc1noc(C)c1C(=O)N(Cc1ccccc1)c1c(N)n(CCOC)c(=O)[nH]c1=O
-1.8,10.9,1.0,3.0,2.0,3.0,0.1,0.6,2.2,-2.0,O=C(NCCN1CCOCC1)c1cc(-c2ccco2)on1
